GLS inh: qHTS for Inhibitors of Glutaminase (GLS) | GLS enzymatic activity, qHTS titration | 410,000 tested, 0.21% active | Glutaminase kidney isoform, mitochondrial (Homo sapiens), O94925 | Potency, µM (highest dose often 45.5 µM), inactives show top-dose activity change, negative = inhibition, actives largely listed as inhibitors; also: potency is read from the fitted curve at half-maximal effect; % is scaled to controls: 0 for no effect and ±100 for the full control effect
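hKGA in 45 mM KH2PO4 (pH 8.2), 0.02% Tween-20 with compound, then 1mM L-Glutamine (stock as added) plus glutamate oxidase/HRP/Amplex red coupling mix. Fluorescence read initially and after 30 min at RT; signal change reflects glutamate formation.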
JMJD2A Tudor: qHTS Assay for Inhibitors of JMJD2A-Tudor Domain. AlphaScreen JMJD2A-Tudor / H3K4me3 peptide binding. Lysine-specific demethylase 4A (Homo sapiens), O75164. Potency, µM (series often up to 114 µM), for the others: at the highest dose activity change, negative = inhibition, actives largely listed as inhibitors. 390,000 tested, 4.4% active; also: potency is read from the fitted curve at half-maximal effect; % is scaled to controls: 0 for no effect and ±100 for the full control effect; nearly all actives have a fitted effect of over 50% in size
PI4K2A inh: qHTS for small molecular inhibitors of PI4K2A; Phosphatidylinositol 4-kinase type 2-alpha (Homo sapiens), Q9BTU6; purified PI4K2A, ADP-Glo luminescence, 1 h; active compounds read low; activity change, negative = inhibition, % at 76.9 µM; 420,000 tested, 0.13% active; AID 1346378, 2018; in the data active = activity change below about -50%; inconclusive = mostly about -30% to -49%;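 also: -100% = wells without enzyme as full effect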
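Compounds are screened against recombinant PI4K2A using PI as substrate and ATP, the latter dispensed at 300 microM. Reactions run one hour at ambient temperature before ADP-Glo detection; full inhibition defined by wells lacking enzyme.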
HP1b binding inh: HTS for Inhibitors of HP1-beta Chromodomain Interactions with Methylated Histone Tails. Chromobox protein homolog 1 (Homo sapiens), P83916. AlphaScreen HP1-beta / biotin-H3K9me3 peptide binding. Potency, µM (top dose mostly 114 µM), inactives show at the highest dose activity change, negative = inhibition, most hits filed as inhibitors. 390,000 tested, 0.56% active. AID 540317, 2011; also: potency is read from the fitted curve at half-maximal effect; nearly all actives have a fitted effect of over 70% in size; inactives centre near 23
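Compound inhibition of the preformed complex between 50 nM HP1-beta and 50 nM biotinylated H3K9me3 peptide was read by AlphaScreen. Buffer was PBS pH 7.4 with 0.01% Tween-20. Incubations ran 30 min at room temperature, with 10 ug/mL donor/acceptor beads.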
ERG Ets-DNA blk: qHTS for Small Molecule Inhibitors of the ERG Ets/DNA interaction. Transcriptional regulator ERG (Homo sapiens), P11308. 370,000 tested, 0.028% active. Potency, µM (highest dose often 76.9 µM), inactives show at the top dose FP activity, negative = inhibition, actives largely listed as inhibitors. fluorescence polarization, His-ERG Ets domain / labelled DNA; active = well fitted inhibition curve with a large enough effect in the polarisation, with a control signal flat; inconclusive = small, poorly fitted or top-dose-only effect, or effect the other way, or a change in a side signal; inactive = no such curve, though single readings can be large or run the other way; the % refers to the polarisation;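 also: polarization taken with two DNA probes labelled with fluorescein and Texas red; potency is read from the fitted curve at half-maximal effect; % of control where 0% means no effect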
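His-tagged ERG Ets domain (1 uM in the protein solution; 300mM KCl, 50mM Tris-HCl, 1mM EDTA, 1mM DTT, pH 7.5) received compound, then a probe mix of 5 nM fluorescein-DNA and 100nM Texas-615-DNA. Fluorescence polarization was read for both dyes.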
RGS4 inhibitor: Inhibitors of Regulator of G Protein Signaling (RGS) 4: qHTS; Potency, µM (series often up to 114 µM), inactives show top-dose activity change, negative = inhibition, most hits filed as inhibitors; Regulator of G-protein signaling 4 (Homo sapiens), P49798; Transcreener GDP fluorescence polarization, RGS4-accelerated GTP hydrolysis; 390,000 tested, 0.039% active; AID 504845, 2011; also: potency is read from the fitted curve at half-maximal effect; % is scaled to controls: 0 for no effect and ±100 for the full control effect; nearly all actives have a fitted effect of over 75% in size; some results filed as inactive show a strong effect at the top dose
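MLSMR compounds (23 nl, pin-transferred) preincubated 10 min at room temperature with a 500nM (2x) first reagent, then RGS4 at 900nM (2x) plus Transcreener GDP mix added; fluorescence polarization (620/688 nm) read before and after 90 min at 30 °C.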
ALOX12 inh: Primary qHTS assay for inhibitors of human arachidonate 12S-lipoxygenase (ALOX12): Round 2 | Polyunsaturated fatty acid lipoxygenase ALOX12 (Homo sapiens), P18054 | 580,000 tested, 1.1% active | purified 12hLO, xylenol orange hydroperoxide absorbance | Potency, µM (highest dose often 108 µM), for inactives: top-dose activity change, negative = inhibition, most hits filed as inhibitors; also: potency is read from the fitted curve at half-maximal effect; % is scaled to controls: 0 for no effect and ±100 for the full control effect
Target sequence (P18054 whole entry, looked up): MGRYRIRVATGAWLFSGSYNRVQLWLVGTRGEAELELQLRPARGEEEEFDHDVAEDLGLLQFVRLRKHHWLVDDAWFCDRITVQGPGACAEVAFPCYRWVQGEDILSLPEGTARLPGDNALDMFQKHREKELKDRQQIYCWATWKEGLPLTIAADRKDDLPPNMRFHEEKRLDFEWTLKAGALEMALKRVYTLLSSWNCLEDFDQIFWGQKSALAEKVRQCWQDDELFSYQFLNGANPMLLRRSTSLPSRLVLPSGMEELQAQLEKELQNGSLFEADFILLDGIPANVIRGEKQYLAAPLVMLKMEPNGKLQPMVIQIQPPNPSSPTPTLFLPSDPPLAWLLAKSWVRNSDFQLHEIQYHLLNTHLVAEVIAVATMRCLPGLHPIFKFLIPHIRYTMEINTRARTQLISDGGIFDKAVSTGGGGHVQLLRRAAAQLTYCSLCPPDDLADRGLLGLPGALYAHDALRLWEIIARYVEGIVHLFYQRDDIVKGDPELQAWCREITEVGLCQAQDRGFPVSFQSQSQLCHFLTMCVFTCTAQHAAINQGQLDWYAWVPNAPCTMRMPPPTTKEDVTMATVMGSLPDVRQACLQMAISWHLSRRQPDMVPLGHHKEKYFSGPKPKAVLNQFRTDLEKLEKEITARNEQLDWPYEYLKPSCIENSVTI
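Purified human 12hLO (150 nM final) in 25 mM Hepes, 0.01% Triton X-100, pH 7.0 was preincubated 15 min at room temperature with compound. Then 40 uM arachidonic acid was added, 30 min. Hydroperoxide was read by Fe-XO absorbance ratio 573/405 nm.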
BAZ2B inh: qHTS Assay for Inhibitors of BAZ2B | Potency, µM (highest dose often 114 µM), for inactives: top-dose activity change, negative = inhibition, hits mostly inhibitors | AlphaScreen BAZ2B-H3K14Ac peptide displacement | AID 504333, 2011 | Bromodomain adjacent to zinc finger domain protein 2B (Homo sapiens), Q9UIF8 | 360,000 tested, 4.4% active; also: potency is read from the fitted curve at half-maximal effect; % is scaled to controls: 0 for no effect and ±100 for the full control effect; nearly all actives have a fitted effect of over 60% in size
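AlphaScreen luminescence quantifies BAZ2B engagement of H3K14Ac peptide; the protein and biotinylated peptide are both at 50 nM final, buffer PBS pH 7.4 with 0.01% Tween-20, all steps at room temperature.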
G9a block: qHTS Assay for Inhibitors of Histone Lysine Methyltransferase G9a; Histone-lysine N-methyltransferase EHMT2 (Homo sapiens), Q96KQ7; G9a H3K9 monomethylation, AlphaScreen, 2 h; Potency, µM (highest dose often 102 µM), inactives show at the highest dose activity, negative = inhibition, hits mostly inhibitors; 350,000 tested, 8.8% active; AID 504332, 2011; also: potency is read from the fitted curve at half-maximal effect; % is scaled to controls: 0 for no effect and ±100 for the full control effect; nearly all actives have a fitted effect of over 75% in size
Target sequence (Q96KQ7 913-1193 limits assumed): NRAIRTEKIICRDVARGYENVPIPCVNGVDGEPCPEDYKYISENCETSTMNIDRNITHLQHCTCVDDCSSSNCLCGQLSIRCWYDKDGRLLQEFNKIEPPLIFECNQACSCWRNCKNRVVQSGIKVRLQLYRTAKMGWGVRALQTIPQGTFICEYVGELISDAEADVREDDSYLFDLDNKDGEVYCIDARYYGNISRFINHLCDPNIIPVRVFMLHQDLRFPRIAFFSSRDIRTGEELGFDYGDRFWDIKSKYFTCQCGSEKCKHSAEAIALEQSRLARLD
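Quantitative HTS format: methyltransferase activity on a biotin-tagged H3K9 peptide is measured by AlphaScreen, using a rabbit anti-monomethyl-H3K9 antibody with streptavidin donor and anti-IgG acceptor beads. Final levels are 20 nM enzyme, 500 nM peptide, 20 uM SAM; 2 h RT.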
* marks the source's active call; other numbers are inactive results; u = inconclusive; x = no result given; & = joins results of further samples; [ ] = remark or other dose. Unless noted, calls follow the shape of the dose curve; as a rule, active = well fitted curve in the direction sought with a large enough effect; inconclusive = small, poorly fitted or top-dose-only effect, or another doubt; inactive = no such curve, though single readings can be large; an effect the other way counts as inactive or inconclusive.

SMILES | GLS inh | JMJD2A Tudor | PI4K2A inh | HP1b binding inh | ERG Ets-DNA blk | RGS4 inhibitor | ALOX12 inh | BAZ2B inh | G9a block
Nc1nc(Nc2cccc(C(F)(F)F)c2)sc1C(=O)c1ccccc1 | 3% | -14% | -3 | 40%[activator] | 7% | -3% | u | -3% | 8%[59 µM]
COc1ccc(-n2c(CCc3ccccc3)nnc2SCC(=O)NCc2ccccc2)cc1 | 1% | -19% | 3 | 27% | 2% | 22% | 2% | -32% | u
Cc1ccc(OCC(=O)OCC(=O)c2ccccc2)cc1C | -7% | 26% | -1 | 106%[activator] | u | -3% | 9% | -30% | 49%
Cc1cccn2c(=O)c(/C=C(\C#N)S(=O)(=O)c3ccccc3)c(N3CCN(c4ccccc4)CC3)nc12 | 18% | -28% | -11 | -5%[57 µM] | -2% | 6% | -16% | -10% | 21%[0.0925 µM]
CC[C@](C)(O)c1cc2ccccc2c(=O)o1 | -8% | -10% | 4 | 41%[activator] | -2% | 4% | 2% | x | x
COc1cc(NC(=O)C2CCCO2)c(OC)cc1NC(=O)c1ccccc1 (configuration not stated) | -1% | -25% | 0 | 18% | 2% | 21% | 6% | -30% | 8%[59 µM]
CCn1c(-c2ccccc2)csc1=Nc1ccc(S(=O)(=O)O)cc1 | 31% | -32% | -5 | -22% | -10% | u | 2% | -35% | 18µM*
CC(=O)NCc1ccc(-c2nc3ccccc3s2)cc1 | 4% | -4% | -11 | 49%[activator] | 7% | -15%[56.9 µM] | 6%&18% | -2% | x
Cc1cc(=O)oc2cc(OCC(=O)N3CCCC3)c(Cl)cc12 | 5% | 13% | -1 | 15% | -3% | 3% | 0%&6% | -3% | -6%[12.7 µM]
COc1ccc(/C=C2\Sc3ccc(C(=O)N4CCCC4)cc3N(C)C2=O)cc1OC | -11% | -12% | -1 | 25% | 6% | 53% | x | -31% | 45µM*
CN(C)C(=O)CN1C(=O)C2CCCCN2C(=O)c2ccccc21 (configuration not stated) | 0% | -11% | 4 | 30% | 6% | -24% | 11% | -3% | -37%
CCC(C)N(C(=O)COC(=O)CSc1ccc([N+](=O)[O-])cc1)C1CCS(=O)(=O)C1 (configuration not stated) | -9% | -8% | -4 | 19% | -6% | -31% | u | -27% | 40µM*
CCc1cccc(OCCn2ccnc2)c1 | 5% | 11µM* | 1 | u | -2% | 14% | -9% | 50µM* | 8.9µM*
C[C@@H]1COC(=O)[C@@H](Cc2ccc(F)cc2)C/C=C\C[C@@H](CC(=O)NCCO)C(=O)N1 | 2% | -20% | -3 | 24% | -2% | 2% | -5% | x | x
COc1cccc(NC(=S)N2CCN(c3ccc([N+](=O)[O-])cc3)CC2)c1 | -5% | -10% | -3 | 7% | 20% | -32% | -16% | -31% | 6%[59 µM]
Cc1c([N+](=O)[O-])c([N+](=O)[O-])nn1CC(=O)N1CCCCC1 | 12% | -17% | -1 | 26% | -19% | 16% | 4% | -1% | 20%
CC1CCCN(C(=S)SCC(=O)c2cc(Br)cc(Br)c2O)C1 (configuration not stated) | -2% | -27% | -2 | -5% | u | u | 6.3µM* | u | u
O=C1CC(Nc2ccc(N3CCOCC3)cc2)C(=O)N1Cc1ccccc1 (configuration not stated) | 39%[activator] | u | -6 | -20% | 0% | -32% | -16% | u | 8.9µM*
CC(=O)N1N=C(c2cccc([N+](=O)[O-])c2)OC1(C)CC(=O)Nc1ccccc1 (configuration not stated) | 2% | -22% | -4 | 6% | -3% | 4% | -14% | -11% | 5%[59 µM]
O=C(/C=C/c1ccc2c(c1)OCO2)NCCSCc1ccc(Cl)cc1Cl | 1% | -21% | -22 | 16% | -1% | 8% | -15% | -4% | 7%[59 µM]
COc1ccc(OC)c(NC(=O)c2ccc(-c3cccs3)cc2)c1 | -8% | 3% | 0 | 55%[activator] | -2% | -9% | -4% | 6% | -1%
COc1ccc(NC(=O)CSc2ncccn2)cc1S(=O)(=O)N1CCCCC1 | 6% | -12% | -3 | 24% | 8% | 6% | 415%[activator] | 11% | 1%[12.7 µM]
Cc1ccc(CN2CC[C@H]3C=CCc4cccc(c43)C2)cc1 | 11% | -34% | 5 | 6% | -1% | -24% | -12% | -30% | -1%[0.501 µM]
COCCCNC(=O)CN1C(=O)COc2ccc(S(=O)(=O)N3CC(C)CC(C)C3)cc21 (configuration not stated) | -1% | -2% | -4 | 58%[activator] | -4% | -9%[11.4 µM] | -2% | 4% | 21%

A run of entries of the results above:
SMILES | GLS inh | JMJD2A Tudor | PI4K2A inh | HP1b binding inh | ERG Ets-DNA blk | RGS4 inhibitor | ALOX12 inh | BAZ2B inh | G9a block
O=C1CC(Nc2ccc(N3CCOCC3)cc2)C(=O)N1Cc1ccccc1 (configuration not stated) | 39%[activator] | u | -6 | -20% | 0% | -32% | -16% | u | 8.9µM*
CC(=O)N1N=C(c2cccc([N+](=O)[O-])c2)OC1(C)CC(=O)Nc1ccccc1 (configuration not stated) | 2% | -22% | -4 | 6% | -3% | 4% | -14% | -11% | 5%[59 µM]
O=C(/C=C/c1ccc2c(c1)OCO2)NCCSCc1ccc(Cl)cc1Cl | 1% | -21% | -22 | 16% | -1% | 8% | -15% | -4% | 7%[59 µM]
COc1ccc(OC)c(NC(=O)c2ccc(-c3cccs3)cc2)c1 | -8% | 3% | 0 | 55%[activator] | -2% | -9% | -4% | 6% | -1%
COc1ccc(NC(=O)CSc2ncccn2)cc1S(=O)(=O)N1CCCCC1 | 6% | -12% | -3 | 24% | 8% | 6% | 415%[activator] | 11% | 1%[12.7 µM]
Cc1ccc(CN2CC[C@H]3C=CCc4cccc(c43)C2)cc1 | 11% | -34% | 5 | 6% | -1% | -24% | -12% | -30% | -1%[0.501 µM]
COCCCNC(=O)CN1C(=O)COc2ccc(S(=O)(=O)N3CC(C)CC(C)C3)cc21 (configuration not stated) | -1% | -2% | -4 | 58%[activator] | -4% | -9%[11.4 µM] | -2% | 4% | 21%

New compounds follow:
SMILES | GLS inh | JMJD2A Tudor | PI4K2A inh | HP1b binding inh | ERG Ets-DNA blk | RGS4 inhibitor | ALOX12 inh | BAZ2B inh | G9a block
O=C(COC(=O)/C=C/c1ccc(Br)o1)Nc1cccc(S(=O)(=O)N2CCOCC2)c1 | 47%[activator] | -29% | -14 | -4% | -5% | -24% | -1% | x | x
COc1ccc(CNC(=O)c2cnn3c(C)c(Cc4c(F)cccc4Cl)c(C)nc23)cc1 | 8% | -21% | 1 | 11% | -3% | -45% | 0% | -2% | 8%[59 µM]
CCOc1ncccc1C(=O)Nc1ccc(-c2ccc3nnc(C)n3n2)cc1 | -1% | -1% | 1 | 23% | -9% | 24% | 5% | 12% | 25%
CCn1c2ccccc2c2cc(NC(=O)COC(=O)c3ccccc3O)ccc21 | 4% | -5% | 0 | 27% | -2% | 4% | -12% | 0% | x
COc1ccc(C(=O)Oc2ccc(/C=N/O)cc2)cc1 | x | 0% | 2 | 21% | 1% | -13% | -20% | 6% | -43%[59 µM]
COCCCn1c(=O)c2ccccc2n(Cc2ccccc2)c1=O | -4% | -5% | -3 | 41%[activator] | -8% | 12% | u | u | 6.3µM*
Clc1ccc(CNc2ccccn2)cc1 | 3% | -1% | 9 | 45%[activator] | 13% | -12% | 5% | 1% | 9%
Cc1c(NC(=S)SCc2ccccc2)c(=O)n(-c2ccccc2)n1C | 13% | 1% | -4 | 51%[activator] | -1% | -18% | 0% | -6% | -2%
Cn1c(=O)c2c(nc(-c3ccccc3)n2C)n(Cc2ccccc2)c1=O | 5% | -15% | 6 | 35% | -2% | -11% | 3% | -22% | 10%[59 µM]
O=C(O)c1cccc(S(=O)(=O)Nc2ccccc2-c2ccccc2)c1 | 4% | -2% | -3 | 42%[activator] | 10% | -18% | 0% | -21% | u
Cc1ccc(OCCCSc2n[nH]c(N)n2)cc1 | 16% | 8% | -1 | 19% | 3% | 37% | -6% | -1% | -2%
CCOC(=O)COc1ccccc1/C=N\NC(=O)c1cc2c(ccc3ccccc32)o1 | -1% | -29% | 2 | 5% | -4% | -10% | -4% | -18% | 18%
CCC(C)(C)C1CCC2(CC1)NC(=O)N(CC(=O)N(C)CC(=O)Nc1ccccc1C(F)(F)F)C2=O (configuration not stated) | -4% | 0% | -2 | 28% | -6% | -9% | 10% | -18% | 44%

Screening data from PubChem.

An excerpt. The share of hits here may be higher or lower than overall.
